Compound activity as filed in PubChem.
BioA inh: blocks M. tuberculosis BioA enzyme activity; purified M. tuberculosis BioA enzyme, plate reader; inhibition, % at 9.99 µM; hit rate 0.096% among 360,000; in the data active = inhibition above about 40%
The depositor's hits bear a star.

entry | structure | BioA inh
1 | C[C@H]1CN([C@@H](C)CO)C(=O)c2cc(-c3cccc(C#N)c3)cnc2O[C@@H]1CN(C)Cc1cncnc1 | 2.7
2 | COc1ccccc1-c1ccc2c(c1)O[C@@H](CN(C)C(=O)c1cccnc1)[C@@H](C)CN([C@@H](C)CO)S2(=O)=O | 2.6
3 | C[C@@H]1CN([C@@H](C)CO)C(=O)c2cc(NS(=O)(=O)c3ccccc3)ccc2O[C@@H](C)CCCCO[C@H]1CN(C)C(=O)C1CCCCC1 | -2.6
4 | Cc1noc(C)c1NC(=O)N(C)C[C@H]1Oc2ncc(/C=C/c3ccccc3)cc2C(=O)N([C@@H](C)CO)C[C@H]1C | 1.4
5 | C[C@@H]1CN([C@@H](C)CO)C(=O)Cc2cc(NC(=O)CCC(F)(F)F)ccc2O[C@@H]1CN(C)Cc1ccc(C(=O)Nc2ccccc2N)cc1 | -2.0
6 | CCCNC(=O)N(C)C[C@H]1Oc2cc(-c3cccnc3)ccc2S(=O)(=O)N([C@@H](C)CO)C[C@H]1C | -2.0
7 | Cn1cnc(S(=O)(=O)N2C[C@H](O)COC[C@@H]3O[C@H](CC(=O)NC4CCCC4)CC[C@H]32)c1 | -1.4
8 | C[C@H](CO)N1C[C@H](C)[C@H](CN(C)Cc2ccc(Cl)c(Cl)c2)OCc2cn(nn2)CCCC1=O | -0.8
9 | CO[C@@H](CN(C)S(=O)(=O)c1cn(C)cn1)[C@@H](C)CN(C(=O)Nc1ccc(F)cc1)[C@H](C)CO | -1.5
10 | CN(C[C@H]1N[C@@H](CO)[C@H]1c1ccc(-c2ccc(F)cc2)cc1)C(=O)C1CCC1 | 1.7
11 | CCNC(=O)[C@@H]1[C@@H](CO)[C@@H]2Cn3c(cccc3=O)[C@H]1N2CCC(F)(F)F | 1.5
12 | C/C=C/c1ccc([C@H]2[C@H](CO)N(C(=O)NCCC)[C@H]2CNC(=O)C2CC2)cc1 | -1.9
13 | Cc1cccc(S(=O)(=O)N2C[C@@H](O)COC[C@H]3O[C@@H](CC(=O)NCc4ccncn4)CC[C@@H]32)c1 | 7.0
14 | COCC(=O)N1C[C@@H]2[C@H](c3ccccc31)[C@@H](CO)N2Cc1ccccc1Cl | -2.5
15 | C[C@H](CO)N1C[C@H](C)[C@H](CN(C)Cc2ccc3c(c2)OCO3)Oc2ccc(NC(=O)Cc3ccccc3)cc2CC1=O | 0.5
16 | C[C@@H]1CN([C@H](C)CO)C(=O)Cc2cc(NC(=O)Cc3ccccc3)ccc2O[C@@H]1CN(C)C(=O)Nc1ccc2c(c1)OCO2 | 3.5
17 | CO[C@H]1CN(C)C(=O)c2cc(NC(C)=O)ccc2OC[C@@H](C)N(C(=O)c2cnccn2)C[C@H]1C | -0.7
18 | C=CCOC(=O)[C@@H]1[C@H]2C(=O)O[C@H](c3ccccc3)[C@H](c3ccccc3)N2[C@H](c2ccc(OCCOC(=O)[C@@H]3C[C@@H]4C(=O)NCC(=O)N4[C@@H]3c3ccc(O)cc3)cc2)[C@@]12C(=O)Nc1ccc(I)cc12 | -1.8
19 | CC(C)NC(=O)N(C)C[C@@H]1Oc2ccc(NS(=O)(=O)c3ccc(Cl)cc3)cc2C(=O)N([C@@H](C)CO)C[C@@H]1C | -1.0
20 | C[C@H](CO)N1C[C@H](C)[C@@H](CN(C)C(=O)c2ccncc2)Oc2cc(C#C[C@@H](C)O)ccc2S1(=O)=O | 13
21 | O=C(Cc1ccncc1)Nc1ccc2c(c1)[C@@H]1C[C@H](CC(=O)NC3CCCCC3)O[C@H](CO)[C@@H]1O2 | -0.4
22 | C/C=C/c1ccc2c(c1)O[C@H](CN(C)C(=O)c1ccncc1)[C@@H](C)CN([C@H](C)CO)S2(=O)=O | -0.7
23 | CCCN(C)C[C@@H]1Oc2cc(C#Cc3ccc(F)cc3)ccc2S(=O)(=O)N([C@@H](C)CO)C[C@@H]1C | -2.0
24 | C[C@@H]1CN([C@@H](C)CO)S(=O)(=O)c2ccc(C#CC3CC3)cc2O[C@H]1CN(C)C(=O)C1CCCCC1 | 0.7
25 | C[C@H](CO)N1C[C@H](C)[C@H](CN(C)C(=O)Nc2ccccc2F)Oc2ncc(-c3cccc(F)c3)cc2C1=O | -3.1
26 | CCCNC(=O)N(C)C[C@@H]1Oc2cc(C#CCOC)ccc2S(=O)(=O)N([C@H](C)CO)C[C@@H]1C | -2.3
27 | C[C@@H]1CN([C@@H](C)CO)C(=O)c2cc(C#CCc3ccccc3)cnc2O[C@H]1CN(C)C(=O)C1CCOCC1 | 0.2
28 | C[C@H]1CN([C@@H](C)CO)S(=O)(=O)c2ccc(-c3ccccc3)cc2O[C@@H]1CN(C)C(=O)Cc1ccccc1 | 6.4
29 | COc1ccc(C#Cc2ccc([C@@H]3[C@H]4CN(C(=O)Nc5cccc(F)c5)CCCCN4[C@H]3CO)cc2)cc1 | -0.7
30 | O=C(Nc1ccc(F)cc1)N1C[C@@H]2[C@H](c3ccccc31)[C@H](CO)N2C(=O)Cc1ccccc1 | 0.6
31 | CO[C@H]1CN(C)C(=O)c2cc(NC(=O)C3CC3)ccc2OC[C@@H](C)N(Cc2ccncc2)C[C@@H]1C | 0.9
32 | COc1ccc(NC(=O)Nc2ccc3c(c2)C(=O)N([C@@H](C)CO)C[C@H](C)[C@@H](CN(C)C(=O)Nc2c(C)noc2C)O3)cc1 | 16
33 | C[C@H](CO)N1C[C@H](C)[C@@H](CN(C)S(C)(=O)=O)Oc2c(NC(=O)Nc3ccc(F)cc3)cccc2C1=O | 0.3
34 | CCC(=O)N1CCCCN2[C@H](C1)[C@H](c1ccc(C#Cc3ccccc3F)cc1)[C@@H]2CO | -3.0
35 | COc1ccc(S(=O)(=O)N[C@@H]2CC[C@@H](CC(=O)N3CCN(c4ccccc4)CC3)O[C@H]2CO)cc1 | 1.3
36 | CC(=O)N(C)C[C@H]1Oc2cc(C#CCN(C)C)ccc2S(=O)(=O)N([C@H](C)CO)C[C@H]1C | 1.3
37 | C[C@@H]1CN([C@@H](C)CO)C(=O)Cc2cc(NC(=O)C3CCCCC3)ccc2O[C@H]1CN(C)CC1CCCCC1 | 4.1
38 | C[C@@H]1CN([C@H](C)CO)C(=O)Cc2cc(NS(=O)(=O)c3ccccc3)ccc2O[C@H]1CN(C)Cc1ccc(C(F)(F)F)cc1 | -8.8
39 | C[C@@H]1CCCCO[C@H](CN(C)Cc2ccncc2)[C@@H](C)CN([C@@H](C)CO)C(=O)c2cc(NC(=O)c3ccccc3)ccc2O1 | -0.2
40 | O=C(C[C@@H]1C[C@@H]2c3cc(NC(=O)c4cccnc4)ccc3O[C@@H]2[C@H](CO)O1)NCc1ccc(Oc2ccccc2)cc1 | -2.4

Already shown: an excerpt of the list.
entry | structure | BioA inh
27 | C[C@@H]1CN([C@@H](C)CO)C(=O)c2cc(C#CCc3ccccc3)cnc2O[C@H]1CN(C)C(=O)C1CCOCC1 | 0.2
28 | C[C@H]1CN([C@@H](C)CO)S(=O)(=O)c2ccc(-c3ccccc3)cc2O[C@@H]1CN(C)C(=O)Cc1ccccc1 | 6.4
29 | COc1ccc(C#Cc2ccc([C@@H]3[C@H]4CN(C(=O)Nc5cccc(F)c5)CCCCN4[C@H]3CO)cc2)cc1 | -0.7
30 | O=C(Nc1ccc(F)cc1)N1C[C@@H]2[C@H](c3ccccc31)[C@H](CO)N2C(=O)Cc1ccccc1 | 0.6
31 | CO[C@H]1CN(C)C(=O)c2cc(NC(=O)C3CC3)ccc2OC[C@@H](C)N(Cc2ccncc2)C[C@@H]1C | 0.9
32 | COc1ccc(NC(=O)Nc2ccc3c(c2)C(=O)N([C@@H](C)CO)C[C@H](C)[C@@H](CN(C)C(=O)Nc2c(C)noc2C)O3)cc1 | 16
33 | C[C@H](CO)N1C[C@H](C)[C@@H](CN(C)S(C)(=O)=O)Oc2c(NC(=O)Nc3ccc(F)cc3)cccc2C1=O | 0.3
34 | CCC(=O)N1CCCCN2[C@H](C1)[C@H](c1ccc(C#Cc3ccccc3F)cc1)[C@@H]2CO | -3.0
35 | COc1ccc(S(=O)(=O)N[C@@H]2CC[C@@H](CC(=O)N3CCN(c4ccccc4)CC3)O[C@H]2CO)cc1 | 1.3
36 | CC(=O)N(C)C[C@H]1Oc2cc(C#CCN(C)C)ccc2S(=O)(=O)N([C@H](C)CO)C[C@H]1C | 1.3
37 | C[C@@H]1CN([C@@H](C)CO)C(=O)Cc2cc(NC(=O)C3CCCCC3)ccc2O[C@H]1CN(C)CC1CCCCC1 | 4.1
38 | C[C@@H]1CN([C@H](C)CO)C(=O)Cc2cc(NS(=O)(=O)c3ccccc3)ccc2O[C@H]1CN(C)Cc1ccc(C(F)(F)F)cc1 | -8.8
39 | C[C@@H]1CCCCO[C@H](CN(C)Cc2ccncc2)[C@@H](C)CN([C@@H](C)CO)C(=O)c2cc(NC(=O)c3ccccc3)ccc2O1 | -0.2
40 | O=C(C[C@@H]1C[C@@H]2c3cc(NC(=O)c4cccnc4)ccc3O[C@@H]2[C@H](CO)O1)NCc1ccc(Oc2ccccc2)cc1 | -2.4

The list goes on.
entry | structure | BioA inh
41 | COc1ccc(S(=O)(=O)N(C)C[C@@H]2Oc3c(NC(=O)Nc4ccc(C(F)(F)F)cc4)cccc3C(=O)N([C@@H](C)CO)C[C@@H]2C)cc1 | -1.4
42 | Cn1cnc(S(=O)(=O)N2CC[C@@H]3[C@H](CO)Nc4ccc(-c5ccccc5F)cc4[C@@H]32)c1 | 3.5
43 | CCC(=O)N1C[C@@H]2[C@H](c3ccccc31)[C@H](CO)N2Cc1ccccc1OC | -4.5
44 | N#Cc1cccc(-c2ccc([C@@H]3[C@H](CO)N4CCCCN(C(=O)Nc5cccc(F)c5)C[C@@H]34)cc2)c1 | -0.5
45 | O=C(C1CCC1)N1CCCCN2[C@H](CO)[C@@H](c3ccc(C#CC4(O)CCCC4)cc3)[C@@H]2C1 | 2.9
46 | CCCNC(=O)N1C[C@H](C)[C@H](OC)CN(C)C(=O)c2ccc(NC(=O)CC)cc2OC[C@@H]1C | 1.0
47 | CCCC#Cc1ccc2c(c1)O[C@@H](CN(C)Cc1cncnc1)[C@@H](C)CN([C@@H](C)CO)S2(=O)=O | 6.5
48 | COCCNC(=O)C[C@H]1C[C@H]2c3cc(NC(=O)CN(C)C)ccc3O[C@H]2[C@H](CO)O1 | -0.9
49 | Cc1ccc(-c2ccc3c(c2)O[C@H](CN(C)C(=O)CC2CC2)[C@@H](C)CN([C@@H](C)CO)S3(=O)=O)cc1 | 4.4
50 | CO[C@H]1CN(C)C(=O)c2cc(NS(=O)(=O)c3ccc(Cl)cc3)ccc2OC[C@@H](C)N(C)C[C@@H]1C | 0.9

Compounds from the list above that contain a cyano group:
entry | structure | BioA inh
1 | C[C@H]1CN([C@@H](C)CO)C(=O)c2cc(-c3cccc(C#N)c3)cnc2O[C@@H]1CN(C)Cc1cncnc1 | 2.7
44 | N#Cc1cccc(-c2ccc([C@@H]3[C@H](CO)N4CCCCN(C(=O)Nc5cccc(F)c5)C[C@@H]34)cc2)c1 | -0.5

More entries:
entry | structure | BioA inh
51 | Cc1cc(C(=O)Nc2cccc3c2O[C@@H](CN(C)C(=O)Nc2ccccc2)[C@@H](C)CN([C@H](C)CO)C3=O)n(C)n1 | -0.9
52 | C[C@@H]1CCCCO[C@@H](CN(C)C(=O)c2ccncc2)[C@H](C)CN([C@H](C)CO)C(=O)c2cc(NC(=O)c3ccccc3)ccc2O1 | 1.4
53 | C[C@H](CO)N1C[C@H](C)[C@H](CN(C)Cc2ccc(C(F)(F)F)cc2)OCCCC[C@H](C)Oc2ccc(NS(=O)(=O)c3ccc(Cl)cc3)cc2C1=O | -1.8
54 | O=C(NCC[C@H]1CC[C@H](NC(=O)c2ccc3c(c2)OCO3)[C@H](CO)O1)Nc1cc(F)ccc1F | 2.5
55 | N#C[C@H]1[C@H](c2ccc(C#Cc3ccc(F)cc3)cc2)[C@H](CO)N1C(=O)C1CCC1 | -0.4
56 | C[C@@H]1CN([C@H](C)CO)S(=O)(=O)c2ccc(Br)cc2O[C@H]1CN(C)C | 0.1
57 | C[C@@H]1CCCCO[C@@H](CN(C)C(=O)Nc2ccc(F)cc2)[C@H](C)CN([C@@H](C)CO)C(=O)c2cc(NC(=O)Nc3ccccc3)ccc2O1 | -1.7
58 | CC(C)C#Cc1cnc2c(c1)C(=O)N([C@H](C)CO)C[C@@H](C)[C@H](CN(C)C(=O)CN1CCOCC1)O2 | -2.9
59 | C[C@H](CO)N1C[C@H](C)[C@H](CN(C)Cc2ccc(C(F)(F)F)cc2)Oc2c(NS(=O)(=O)c3ccc(Cl)cc3)cccc2C1=O | -1.4
60 | C[C@H](CO)N1C[C@H](C)[C@H](CN(C)S(C)(=O)=O)Oc2ncc(C#Cc3ccccc3)cc2C1=O | -1.5
61 | CC(=O)Nc1ccc2c(c1)C(=O)N(C)[C@H]1CC[C@H](CC(=O)NCc3ccc(F)cc3)O[C@H]1CO2 | 0.5
62 | C[C@H]1CN([C@@H](C)CO)S(=O)(=O)c2ccc(-c3ccccc3)cc2O[C@H]1CN(C)Cc1ccccc1C(=O)O | 1.7
63 | CC(C)NC(=O)Nc1cccc2c1O[C@H](CN(C)S(=O)(=O)c1ccc(Cl)cc1)[C@H](C)CN([C@H](C)CO)C2=O | -0.1
64 | O=C(N[C@H]1C=C[C@@H](CC(=O)N2CCN(c3ccccc3)CC2)O[C@@H]1CO)c1ccccc1 | -2.6

These rows are one share of the data. The share of hits here may be higher or lower than overall.
